AID2073 – disruptors of CaV2.2 binding to Mint1 – biochemical, HTRF (AID 2073). HTRF protein-protein interaction, Mint1-CaV2.2; higher % means a stronger effect. one-dose inhibition, % at 20 µM; IC50 in µM for titrated hits. 290,000 tested, 0.19% active; in the data active = inhibition mostly above about 51%, no sharp cut-off; note: some results filed as inactive read as strong as hits
NOD1 inhibition – inhibition of NOD1-driven NF-kB reporter – cell-based, luminescence, uHTS, primary screen (AID 1578); one-dose inhibition, % at 4 µM; EC50 in µM for titrated hits; 290,000 tested, 1% active; NOD1-driven NF-kB luciferase reporter cells, luminescence; higher % means a stronger effect; in the data active = inhibition mostly above about 36%, no sharp cut-off; inactive = mostly below about 34%;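 note: HEK-293T reporter cells stimulated with the NOD1 agonist gamma-tri-DAP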
M17LAP inhibition – P. falciparum M17LAP inhibitors, primary screen, biochemical, fluorogenic H-Leu-NHMec substrate, 1536-well (AID 1619); recombinant M17LAP, H-Leu-NHMec fluorogenic kinetic assay; higher % means a stronger effect; 220,000 tested, 0.38% active; inhibition, % at 30 µM; hits with a dose series show IC50 in µM;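 active = compound inhibiting the enzyme by more than half at any dose during confirmatory dose-response retesting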;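 note: plate controls were full reaction with DMSO carrier for no effect and no enzyme background for full effect; strong numbers were not always called active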
M1AAP inhibition – P. falciparum M1AAP inhibitors, biochemical, fluorogenic H-Leu-NHMec substrate, 1536-well (AID 1445). recombinant M1AAP, H-Leu-NHMec fluorogenic kinetic assay; higher % means a stronger effect. inhibition, % at 30 µM, or IC50 in µM where a hit was titrated. 220,000 tested, 0.42% active;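 active = primary inhibition above the hit cutoff, then over 50% inhibition at one or more dose response concentrations, cut at about 23% in these data, passing the limit was not always enough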;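 note: plate controls were DMSO full reaction for no effect and no enzyme background for full effect; strong numbers were not always called active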
NOD2 inhibition – NOD2 signaling inhibitors, cell-based, luminescence, uHTS, HEK293 (AID 1566). one-dose inhibition, % at 4 µM; EC50 in µM for titrated hits. 290,000 tested, 0.63% active. HEK293 NOD2/NF-kB luciferase reporter, luminescence; higher % means a stronger effect; note: many of its hits are not listed in these tables
GPR55 activation – selective activators of receptor GPR55 – imaging, U2OS cells, beta-arrestin-GFP redistribution, primary screen (AID 1961) | U2OS GPR55 beta-arrestin-GFP redistribution imaging; higher % means a stronger effect | activation, % at 10 µM, or EC50 in µM where a hit was titrated | 290,000 tested, 0.048% active;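 active = activation above 40% with more than 50 cells counted in the well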;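 note: U2OS osteosarcoma cells stably expressing GPR55 and beta-arrestin-GFP; plate controls were DMSO negative control for no effect and LPI positive control for full effect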
KOR beta-arrestin-1 – kappa opioid receptor blockers – cell-based, luminescence, uHTS (AID 1778); one-dose inhibition, % at 10 µM; IC50 in µM for titrated hits; 290,000 tested, 0.091% active; KOR beta-arrestin recruitment, luminescence, antagonist mode; higher % means a stronger effect; note: strong numbers were not always called active
Dynein cargo inh – blocks dynein driven cargo transport along microtubules | 220,000 tested, 0.47% active | z-score, hits read low | 3617.4 mouse cells, GR-EGFP nuclear translocation imaging; test concentration mostly 20 µM; stimulated with dexamethasone, 1 µM; hits give low values;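 active = plate z-score of nuclear minus cytoplasmic receptor signal below a set negative limit, without overly bright fluorescence or cell loss, cut at about -3.5 in these data, passing the limit was not always enough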;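 note: z-score of nuclear minus cytoplasmic ring GR-EGFP intensity difference per well; some compounds called inactive have numbers as strong as hits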
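Medium: Induction medium lacking tetracycline, stripped serum | Probe or stimulus: 1.0 µM final dexamethasone stimulus | Schedule: 48 h induction, then 1 h compound, then 30 min agonist, 37 °C | Signal: Automated 10x imaging of fixed Hoechst-stained cells | Evaluation: Per-cell GR-EGFP intensity, nucleus versus surrounding cytoplasmic ring, well-averaged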
KOR beta-arrestin-2 – kappa opioid receptor activators – cell-based, luminescence, uHTS, primary screen (AID 1777) | KOR beta-arrestin recruitment, luminescence; higher % means a stronger effect | activation, % at 10 µM, or EC50 in µM where a hit was titrated | 280,000 tested, 0.02% active; in the data active = activation above about 50%, passing the limit was not always enough; note: a part of the inactive calls stands beside numbers as strong as those of hits
Dynein cargo inh cytoplasmic EGFP – further read-out of Dynein cargo inh, marked with its call; z-score; measured here: cytoplasmic GR-EGFP intensity; hits give high values
Dynein cargo inh nuclear GR-EGFP – further read-out of Dynein cargo inh, marked with its call; z-score; measured here: nuclear GR-EGFP intensity;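 lower value marks the stronger effect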
Dynein cargo inh cell count – further read-out of Dynein cargo inh, marked with its call; z-score; measured here: cell count per field
* = called active by the depositor; x = not tested or not shown; [ ] = remark or other dose. Cut-off read from the data, not from the text of the source, unless noted: active = inhibition above about 50%; inactive = the rest. An excerpt. The share of hits here may be higher or lower than overall.

SMILES	AID2073	NOD1 inhibition	M17LAP inhibition	M1AAP inhibition	NOD2 inhibition	GPR55 activation	KOR beta-arrestin-1	Dynein cargo inh	Dynein cargo inh cytoplasmic EGFP	Dynein cargo inh nuclear GR-EGFP	Dynein cargo inh cell count	KOR beta-arrestin-2
COC(=O)C1=C(N)Oc2cc(C)n(Cc3cccnc3)c(=O)c2C1c1ccc(OC)c(OC)c1OC (centres undefined)	-3%	-23%	10%	2%	-28%	0.5%	2%	0.96	-0.13	0.37	-0.02	-5.2%
CCN1C(=O)/C(=C2/Sc3ccccc3N2CC)S/C1=N\c1ncn[nH]1	-17%	10%	3%	0%	2%	-0.2%	-26%[20 µM]	-0.19	1.2	0.53	0.15	x
COc1ccc(CN2CCNC(=O)C2CC(=O)NCC(C)(C)N2CCOCC2)cc1C (centres undefined)	8%	10%	x	x	11%	-0.1%	-41%	x	x	x	x	8.9%
Cc1ccc(S(=O)(=O)NCCCNS(=O)(=O)c2ccccc2[N+](=O)[O-])cc1	0%	-6%	x	x	18%	1.6%	25%[20 µM]	x	x	x	x	-4.0%
CC1CCN(CCNC(=O)c2ccc3c(=O)n(Cc4ccc(Cl)cc4)c(=S)[nH]c3c2)CC1	-9%	-9%	x	x	3%	0.3%	17%	x	x	x	x	-1.9%
CCNC(=O)COC(=O)c1csc2c1CCCC2	2%	-2%	13%	-1%	20%	0.0%	4%	0.16	-0.31	-0.04	-0.25	0.1%
Cc1ccc2c(C)c(C(=O)Nc3c(C)n(C)n(-c4ccccc4)c3=O)oc2c1C	5%	-14%	10%	5%	22%	-0.1%	-129%	-1.6	-0.11	-0.9	1	1.2%
CSc1nc2c(c(=O)[nH]1)C(c1cccs1)C1=C(CCCC1=O)N2 (centres undefined)	24%	46%	-7%	10%	25%	-0.1%	13%	-0.4	-0.43	-0.17	1.1	3.4%
CC(=O)c1c(O)c(C)c(-c2ccccc2)n(-c2ccccc2)c1=O	-2%	3%	31%	12%	15%	0.0%	-4%	0.31	0.0037	0.71	0.28	-1.0%
Cc1c(NC(=O)c2cccs2)cccc1C(=O)O	-2%	-3%	5%	2%	-16%	0.2%	-11%	-0.0084	-0.2	-0.64	-0.21	4.5%
CC1CCCCC1NC(=O)/C(C#N)=C/c1ccc(F)c(F)c1 (centres undefined)	13%	-16%	5%	3%	-2%	-0.2%	27%	-0.95	-0.31	-0.8	0.97	0.9%
COc1ccc2cc(C)c3nnc(SCC(=O)Nc4nc(-c5ccccc5)cs4)n3c2c1	23%	-16%	-2%	-4%	-3%	1µM*	27%	0.14	-0.22	0.61	-0.17	2.9%
Cc1onc(-c2ccccc2Cl)c1C(=O)NCCn1ccc2ccccc21	40%	5%	4%	3%	12%	-0.1%	13%	-0.13	-0.22	0.1	-0.02	0.9%
CN(C)Cc1c(C(=O)N/N=C/c2cccs2)nnn1-c1nonc1N	4%	-11%	x	x	-7%	0.7%	-53%	x	x	x	x	8.9%
COCCNC(=O)CCC1CCN(C/C=C/c2ccccc2OC)CC1	11%	55%	x	x	8%	-0.3%	-67%	x	x	x	x	3.5%
CCOc1cc(C2C(C(=O)OC(C)C)=C(C)NC3=C2C(=O)CCC3)cc([N+](=O)[O-])c1O (centres undefined)	-2%	6%	12%	21%	12%	0.2%	-16%[20 µM]	0.095	0.091	0.25	0.085	-2.8%
Cc1ccc(S(=O)(=O)N2CCCN(S(=O)(=O)c3ccc(C)cc3)CC2)cc1	-2%	7%	-5%	0%	1%	-0.2%	14%	2.3	-0.19	1.5	-1.5	-2.3%
COc1ccc(OCC(=O)Nc2cc(-c3nn(C)c(=O)c4ccccc34)ccc2OC)cc1	-18%	-30%	-2%	-1%	47%	-0.1%	-22%	-0.087	-0.21	0.79	-0.15	-2.5%
N=C1C(c2nc3ccccc3s2)=C(O)CN1C1CCCCC1	3%	-77%	-5%	5%	-100%	0.1%	-18%[20 µM]	-0.4	-0.28	0.1	0.76	x
CCCCCC(O)(CCCCC)C(=O)NNc1ccccc1	2%	2%	-13%	8%	-1%	-0.1%	20%	1.5	0.086	1.2	-1.8	2.3%
CC(C)(C)OC(=O)NNC(=S)NC1CCCCC1	-10%	-31%	3%	3%	-13%	-0.2%	0%	-0.28	-0.32	-0.15	0.6	-4.1%
COc1ccc(OC)c(NC(=O)c2ccc3c(c2)OCO3)c1	2%	-13%	x	x	-2%	-0.1%	-23%[20 µM]	x	x	x	x	-1.1%
Cn1cnc([N+](=O)[O-])c1Nc1ccc(O)cc1	20%	34%	11%	2%	14%	-0.2%	18%	0.18	-0.13	0.27	-0.38	-3.8%
Nc1cc(S(=O)(=O)Nc2cc(Cl)ccc2Cl)ccc1N1CCCC1	-18%	-3%	0%	10%	-5%	-0.3%	-7%	-0.97	-0.25	-0.11	1.1	5.0%
CCOC(=O)C1=C(N)Oc2cc(O)ccc2C1c1cccc(Cl)c1 (centres undefined)	7%	19%	x	x	0%	-0.2%	2%	x	x	x	x	2.3%
CCOC(=O)N1CCN(C(=O)C(C)NC(=O)c2ccco2)CC1 (centres undefined)	13%	-32%	x	x	2%	0.0%	-52%[20 µM]	x	x	x	x	-2.2%
Cc1ccc(CNC(=O)[C@H]2C[C@@H]2[C@H](NP(=O)(c2ccccc2)c2ccccc2)c2ccccc2)o1	27%	-15%	20%	7%	0%	-0.3%	-12%	-0.82	-0.024	0.18	-0.13	1.1%
C=CCNc1nc2c(c(=O)n(C)c(=O)n2C)n1CC(=C)C	-6%	-6%	-5%	-7%	-7%	-0.1%	16%	0.069	-0.76	0.43	-0.16	-5.6%
O=C(COC(=O)c1ccc(Br)cc1)NCCc1ccccc1	5%	-13%	-9%	-2%	4%	-0.4%	-21%	-0.56	-0.31	-0.52	0.45	12%
COc1ccc(/C=C2/NC(=O)N(CC(=O)Nc3cccc(C)c3)C2=O)cc1O	-7%	-33%	-4%	6%	-6%	0.2%	-31%[20 µM]	0.5	-0.31	0.19	0.09	1.8%
C=C(Cl)COC(=O)C1C2C=CC(C2)C1C(=O)O (centres undefined)	3%	-30%	27%	2%	2%	-0.1%	10%	-0.58	-0.18	0.043	-0.97	-2.3%
COc1ccc(-c2c(-c3ccccc3)c(C(=O)C(=O)NCCCN(C)C)n3ccc4cc(OC)c(OC)cc4c23)cc1OC	0%	-9%	x	x	-31%	-0.1%	2%	x	x	x	x	1.2%
COc1ccc(/C=C/C(=O)N(C)Cc2cccs2)cc1S(=O)(=O)N1CCOCC1	0%	-7%	2%	1%	12%	-0.5%	7%	0.005	-0.35	-0.041	-0.26	0.8%
COc1cc(OC)cc(-n2nnnc2SCC(=O)Nc2nc3c(s2)CCCC3)c1	-1%	-4%	0%	17%	21%	-0.2%	-21%	-0.96	0.097	-0.57	0.23	-2.9%
O=C(NCC1CCCO1)c1cc2ccccc2oc1=O (centres undefined)	11%	-38%	3%	7%	-15%	-0.1%	-7%[20 µM]	-0.041	-0.16	0.24	0.33	x
CC(C)CCn1c(N)c(S(=O)(=O)c2cccs2)c2nc3ccccc3nc21	15%	-24%	2%	5%	-2%	-0.1%	31%	1.8	-0.037	1.5	-1.7	1.9%
O=[N+]([O-])c1ccc(N2CCN(S(=O)(=O)c3ccccc3)CC2)cc1NCc1ccco1	6%	-14%	3%	0%	11%	-0.1%	21%	0.054	-0.14	0.098	-0.5	-3.9%
Fc1ccc(Cn2nnnc2C(c2cccs2)N2CCN(C3CCCCC3)CC2)cc1 (centres undefined)	-5%	-24%	2%	1%	-1%	0.6%	-28%	-0.64	-0.28	-0.1	0.13	3.8%
Cc1cccc(NC(=S)NCCSc2ccc(Cl)cc2)c1	-2%	-12%	-23%	8%	-10%	-0.3%	18%	0.83	-0.12	0.58	-1.4	-9.0%
Cc1nnsc1SCCNC(=O)c1c(F)cccc1F	-2%	-7%	3%	1%	14%	-0.2%	11%	-0.31	-0.14	-0.67	0.7	-4.3%
COc1cccc(OC)c1C(=O)Nc1nc2ccc([N+](=O)[O-])cc2s1	18%	-33%	-8%	-2%	-6%	0.2%	-20%[20 µM]	-0.72	-0.087	-0.22	1.4	-8.5%
CCCCCC(=O)Nc1ccc(S(=O)(=O)Nc2cc(OC)nc(OC)n2)cc1	10%	-3%	x	x	11%	2.5%	-14%	x	x	x	x	-4.6%
CCCC(c1nnnn1Cc1ccc2c(c1)OCO2)N1CCC(C(N)=O)CC1 (centres undefined)	-7%	-31%	x	x	-1%	-0.1%	-25%[20 µM]	0.17	-0.32	0.65	0.45	-6.6%
CC(C)CNS(=O)(=O)c1ccc(CCC(=O)NCc2ccco2)cc1	3%	-27%	-5%	4%	1%	-0.1%	-56%	-1.4	-0.27	-0.75	0.66	11%
COc1ccccc1Nc1cc(C(=O)NC2CCCC2)c2ccccc2n1	-2%	-28%	x	x	2%	-0.1%	-21%	x	x	x	x	2.9%
N#Cc1nc(-c2cccs2)oc1NCCN1CCOCC1	37%	9%	-63%	9%	16%	-0.2%	13%	0.74	-0.31	0.84	-0.55	1.3%
O=C(NCCCN1CCOCC1)c1ccc2c(c1)N(Cc1ccccc1F)C(=O)c1ccccc1S2=O (centres undefined)	16%	29%	x	x	-10%	-0.3%	4%	x	x	x	x	-3.2%
O=C(O)c1cnn2c(C(F)F)cc(C(F)F)nc12	-8%	-13%	1%	-2%	9%	0.4%	20%	0.17	-0.2	0.45	-1.4	-2.2%
O=C(O)CCCC(=O)N1CCc2cc(S(=O)(=O)N3CCc4ccccc43)ccc21	18%	-16%	-23%	0%	2%	0.6%	17%	-0.32	-0.25	-0.14	0.44	4.8%
Cc1cc(Nc2ccc(N(C)C)cc2)n2ncnc2n1	0%	-14%	x	x	2%	0.6%	-10%	x	x	x	x	-0.1%
